# GST TR-FRET counter – biotin-GST/anti-GST TR-FRET signal inhibitors, dose response, artefact control for Vif-APOBEC3G degradation inhibitor project, biochemical (AID 1117362); IC50 in µM for hits, for the others inhibition, % at the top dose, mostly 100 µM; 2.8% of 3,600 active; TR-FRET counter screen, biotin-GST/anti-GST signal;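 active means inhibition above 30% at one or more concentrations, seen consistently on every test date; inconclusive means results that disagree between repeat test dates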;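 further: biotinylated GST protein used in place of GST-Vif 1-94 and biotin-A3G peptide; detects fluorescence quenchers or blockers of GST binding to anti-GST antibody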
# Numbers without * were called inactive; u = inconclusive.
SMILES	GST TR-FRET counter
CCCSc1nc2c(cnn2-c2ccc(C)cc2)c(=O)[nH]1	1.3%
O=[N+]([O-])c1ccc(N/N=C/c2ccc(O)c(O)c2O)c(S(=O)(=O)N2CCOCC2)c1	-4.8%
CCOC(=O)N1CCN(C(=O)c2cnn(-c3ccccc3)c2NC(=O)c2ccccc2F)CC1	-0.6%
COc1ccccc1-n1cnc2cc(NCc3cccs3)ccc21	11.8%
CCN1CCN(c2cc(N3CCN(C(=O)c4ccco4)CC3)c3c4c(onc24)-c2ccccc2C3=O)CC1	>100µM*
O=C(NC1CCCC1)C(c1ccco1)N(Cc1ccccc1)C(=O)c1csnn1 (configuration not stated)	-2.6%
Cc1ccc(C(=O)NNS(=O)(=O)c2ccc(F)cc2)cc1	2.3%
O=C(Nc1cccc(S(=O)(=O)N2CCCCC2)c1)c1ccc2c(=O)n3c(nc2c1)CCCCC3	1.4%
Cc1csc(NC(=O)CCSCCc2ccccn2)n1	1.8%
CCOC(=O)C1CCCN(C(=O)c2cc(-c3ccco3)nc3ccccc23)C1 (configuration not stated)	13.7%
CC1=Nc2nc(N3CCCCC3)c(C#N)c3c4c(nc(c23)N1)N(c1ccc(C(C)C)cc1)C(=O)C4	17.1%
CCN(CC)C(=O)c1ccc(CS(=O)(=O)c2ccc(OC)cc2)o1	-0.1%
O=C(O)CCN1CCOCC1	7.1%
CCc1ccccc1NC(=S)N(Cc1ccc(OC)cc1)CC1CCC(C(=O)O)CC1 (configuration not stated)	1.9%
O=C(N/N=C/c1ccc(O)c(O)c1O)/C(=C/c1ccc([N+](=O)[O-])cc1)NC(=O)c1ccccc1	9.9%
Cc1ccc2c(c1C)NC(=O)C2(O)CC(=O)c1ccc2c(c1)OCO2 (configuration not stated)	4.6%
CC(=O)Nc1ccc(NC(=O)CSCc2cnn(-c3ccccc3)c2-n2cccc2)cc1	1.0%
CC(/C=N/n1c(-c2ccncc2)n[nH]c1=S)=C\c1ccco1	7.6%
Cc1ccc(/C=C/C2=Cc3c(sc(NC(=O)CSc4n[nH]c(N)n4)c3C#N)C(C)(C)C2)o1	-4.0%
COc1cc(CC(=O)OCC(=O)Nc2cccc([N+](=O)[O-])c2)cc(OC)c1OC	5.5%

# Next section, overlapping the part above by 2 compounds.
SMILES	GST TR-FRET counter
Cc1ccc(/C=C/C2=Cc3c(sc(NC(=O)CSc4n[nH]c(N)n4)c3C#N)C(C)(C)C2)o1	-4.0%
COc1cc(CC(=O)OCC(=O)Nc2cccc([N+](=O)[O-])c2)cc(OC)c1OC	5.5%
CCC1=C2CC[C@H]3C(=O)NC(=O)[C@H]3[C@H]2[C@@]2(Cc3ccccc3)C(=NCC(=O)OC)OC(=O)N2C1=O	2.6%
CC1CN(Cc2cc(=O)[nH]c(C3CC3)n2)CC(C)O1 (configuration not stated)	4.6%
CCOC(=O)c1cccc(NC(=O)CCc2nc(-c3ccc(C)cc3)no2)c1	-7.9%
O=C1N=C(N2CCN(c3ccccc3)CC2)S/C1=C\c1ccco1	4.2%
COc1ccc(N2CCC(CNS(=O)(=O)c3cccc(C(F)(F)F)c3)C2)cc1 (configuration not stated)	1.7%
COc1ccccc1C=NC(CO)C(O)c1ccc([N+](=O)[O-])cc1 (configuration not stated)	4.7%
Cc1sc2ncnc(SCc3ccco3)c2c1C	-5.8%
O=C(c1ccco1)N1CCN(S(=O)(=O)c2ccc(F)cc2)CC1	5.8%
CCOC(=O)CS(=O)(=O)c1ccc2ccccc2c1	-1.7%
COc1ccc(NC(=O)C2CCCNC2)cc1OCC(C)C (configuration not stated)	3.7%
COc1ccccc1NS(=O)(=O)c1cccc2cccnc12	17.5%
COc1ccc(C2SCC(C(=O)NCc3ccc(F)cc3)N2C(C)=O)cc1 (configuration not stated)	-3.6%
CCOC(=O)C1CCCN(Cc2ccc(O)c(OC)c2)C1 (configuration not stated)	1.3%
C/C(=N\OCC(=O)Nc1ccc2c(c1)OCCO2)c1ccc2c(c1)OCCO2	-4.2%
COc1ccc(N2C(=O)CC(Nc3ccc(N4CCOCC4)cc3)C2=O)c(OC)c1 (configuration not stated)	2.6%
Cc1ccc(-c2csc(NC(=O)C3CC=CCC3C(=O)O)c2C(=O)OC(C)C)cc1 (configuration not stated)	0.0%
O=C1N=C(N2CCOCC2)SC1=Cc1ccco1	0.5%
O=C(Nc1ccn(-c2ccccc2)n1)c1ccccc1Br	-3.0%
CN(C)c1ccc(/C=N\NC(=O)c2csnn2)cc1	8.0%
CC[n+]1ccc(C)c2cc(P(=O)(c3ccccc3)c3ccccc3)ccc21	9.73µM*
COc1cc(C(=O)NCC(c2ccco2)N2CCCC2)ccc1OCc1c(C)noc1C (configuration not stated)	4.4%
CCO[C@H]1OC(C(=O)NCc2ccccc2)=C[C@@H](c2coc3ccccc3c2=O)[C@@H]1CCCO	2.8%
O=C(O)c1[nH]c2ccc(Cl)cc2c1CC(=O)N1CCN(C(=O)c2ccco2)CC1	4.0%
CC[n+]1c(/C=C2/C=C(C)CC(C)(C)C2)sc2ccc(OC)cc21	>100µM*
Cc1ccc(-c2nc(-c3ccccc3)no2)cc1	4.5%
O=C(O)c1ccc(NS(=O)(=O)c2cccc(C(=O)Nc3ccc([N+](=O)[O-])cc3)c2)cc1	6.5%
COc1cc2c(cc1N)-c1ccc(N)cc1C2	8.1%
O=C(CN1CCN(c2nc(-c3ccccc3)cs2)CC1)Nc1ccc2c(c1)OCO2	-5.9%
CCc1ccc(NS(=O)(=O)c2cccs2)cc1	4.0%
CCOC(=O)c1c(C)nn(Cc2cccc(Cl)c2)c1N	-0.7%
COc1cccc(-c2nn3c(-c4ccccn4)nnc3s2)c1	-0.5%
CC(C)c1ccc(-c2nc(N3CCCC3)nc3n[nH]c(N)c23)cc1	-2.1%
COC(=O)C1=C(O)/C(=C\c2ccc(CNC(=O)C(=O)Nc3ccc(C)cc3)o2)N=C1C	-0.7%
O=S(=O)(Nc1nccs1)c1ccc(Nc2nnc(-c3ccccc3)c3ccccc23)cc1	-2.4%
CCn1c(C)nc2cc(C(=O)NNC(=O)CCC3CCCCC3)ccc21	6.0%
O=C(N/N=C/c1ccc(OC(=O)c2cccs2)cc1)c1cccc(F)c1	18.6%
CC(c1nnnn1C1CCCCC1)N(Cc1ccccc1)Cc1cccnc1 (configuration not stated)	2.5%
Cc1cc(/C=C2\SC(=S)NC2=O)c(C)n1-c1ccc(O)cc1	2.2%
Nc1cccc2c1C(=O)N(C(=O)/C=C/c1cccc(Br)c1)C2=O	2.9%
O=C(CN1C(=O)NC2(CCCCCCC2)C1=O)NCc1ccc2c(c1)OCO2	-1.6%
O=C(c1cc(-c2cccs2)on1)N1CCCCC1	-0.6%
O=C(CSc1ccccc1)N1CCN(c2ccccc2)CC1	4.0%
O=C1c2ccccc2C(=O)N1OCCOCCOCCBr	-3.0%
CC1(C(=O)O)Cc2ccccc2C(=O)O1 (configuration not stated)	5.0%
C/C(=N\Nc1ccc2nncn2n1)c1ccc(Br)s1	-3.0%
Clc1c(-c2nnc3n2CCC3)sc2ccccc12	-10.2%
CNC(=O)CN(C)S(=O)(=O)c1ccc(F)cc1	-3.6%
Cc1cc(-c2cc(-c3ccc(Cl)cc3)nc(N)c2C#N)co1	5.5%
N=C1C=CC=C2C1=NC1(CCCCC1)N2O	-9.2%
Nc1c(-c2ccccc2Cl)cnn1-c1cccc([N+](=O)[O-])c1	5.5%
O=C(c1ccccc1)c1ccc(OC(=O)N2CCOCC2)cc1	0.6%
Clc1ccc(-c2cnc(Oc3ccccc3)nc2)cc1	4.2%
CC1CCC/C(=C\Nc2ccc(O)cc2)C1=O (configuration not stated)	0.6%
CCCCC1=CC2=CC(=O)C(C)(OC(=O)C3CCCC3)C(=O)C2=CO1 (configuration not stated)	4.5%
Cc1ccc(Cn2c(SCC(C)C)nc3c2c(=O)n(C)c(=O)n3C)cc1	8.6%
O=C(O)CC(C(=O)O)N1C(=O)/C(=C/C=C/c2ccco2)SC1=S (configuration not stated)	-3.0%
O=C1CN(C(=O)COC(=O)C23CC4CC(CC(O)(C4)C2)C3)c2ccccc2N1	-0.2%
O=S(=O)(Nc1ccc(N2CCOCC2)cc1)c1ccccc1	7.8%
Cc1nn(-c2ccccc2)c2sc(C(=O)N3CCc4ccccc4C3)cc12	-2.1%
Cn1nc(C(F)(F)F)c(C#N)c1N1CCN(c2ccc(F)cc2)CC1	6.5%

# (listing goes on)
SMILES	GST TR-FRET counter
Cc1ccc(S(=O)(=O)N(CC(=O)NCCC2=CCCCC2)Cc2ccccc2F)cc1	3.0%
Cc1[nH]c2ccccc2c1C(=O)CN1C(=O)NC(C)(c2ccc(Cl)cc2Cl)C1=O (configuration not stated)	-5.1%
CCCn1nc(Oc2nc(SC)nc(N(C)C)n2)ccc1=O	4.4%
CCCS(=O)(=O)N1CCCC(C(=O)NCCCOC(C)C)C1 (configuration not stated)	1.8%
CCOc1cccc(CNc2ccc(O)cc2)c1OCc1ccc(Cl)cc1Cl	3.5%
CC(=O)N1CCN(c2ccc(NCc3ccc4c(c3)OCO4)cc2)CC1	16.3µM*
S=c1[nH]nc(Cn2nnc3ccccc32)n1-c1ccccc1	0.8%
Clc1ccc(/C(Cc2nc3ccccc3[nH]2)=N\Nc2ccccc2)cc1	-2.4%
Cn1nnnc1SCC(=O)NCc1ccco1	2.4%
CCN(CC)CCNC(=O)CCn1c(=S)[nH]c2cc3c(cc2c1=O)OCO3	6.0%
COc1cc(O)oc1C=Nc1ccccc1	0.1%
COC(=O)C1=C(O)/C(=C\c2ccc(CNC(=O)C(=O)Nc3ccc(C)c(C)c3)o2)N=C1C	-2.1%
COC(=O)[C@@]1(Cc2ccc(OC)cc2)[C@H]2c3cc(C(=O)N(C)C)n(C[C@H](O)CO)c3C[C@H]2CN1C(=O)c1ccccc1	-2.4%
O=[N+]([O-])c1cc(-c2ccc(/C=N/c3nc4ccccn4c3-c3ccco3)o2)ccc1Cl	u
CCCOc1ccccc1C1CC(=O)NC2=C1C(=O)CCC2 (configuration not stated)	-1.6%
CC(NC(=O)C1C(=O)N(CCO)C2(C)CC1c1ccccc1O2)c1ccccc1 (configuration not stated)	-4.1%
Cc1ccccc1OCCC(=O)Nc1ccccc1C(=O)NC1CC1	5.4%
Cn1ccnc1SCC(=O)c1ccc(Br)cc1	-2.2%
Cc1cc(NC(=O)Cn2cnc3c(nnn3-c3cccc(F)c3)c2=O)no1	-0.3%
CCOc1ccc(Cl)cc1S(=O)(=O)N1CCN(c2ccc(F)cc2)CC1	4.8%

# Of the compounds above, four have a cyano group:
SMILES	GST TR-FRET counter
CC1=Nc2nc(N3CCCCC3)c(C#N)c3c4c(nc(c23)N1)N(c1ccc(C(C)C)cc1)C(=O)C4	17.1%
Cc1ccc(/C=C/C2=Cc3c(sc(NC(=O)CSc4n[nH]c(N)n4)c3C#N)C(C)(C)C2)o1	-4.0%
Cc1cc(-c2cc(-c3ccc(Cl)cc3)nc(N)c2C#N)co1	5.5%
Cn1nc(C(F)(F)F)c(C#N)c1N1CCN(c2ccc(F)cc2)CC1	6.5%

# Additional structures.
SMILES	GST TR-FRET counter
CN(C)S(=O)(=O)c1ccc(NC(=O)c2cc3ccccc3o2)cc1	-0.5%
COc1cc(NC(=O)c2cccs2)c(OC)cc1NC(=O)CCn1nnc2ccccc21	1.5%
CCc1ccccc1NC(=O)c1cc2ncc(Br)cn2n1	-4.7%
O=C(C/C=N/OCc1c(Cl)cccc1Cl)c1ccc(Cl)cc1	-3.7%
Cc1ccc2c(Cl)cc(Cl)c(OCC(=O)NCc3ccco3)c2n1	15.1%
O=C(NCC(c1ccco1)N1CCCC1)c1cccc(S(=O)(=O)N2CCCCC2)c1 (configuration not stated)	2.8%
O=[N+]([O-])c1cc(/C=N\Nc2nccs2)ccc1O	7.6%
Cc1ccc(S(=O)(=O)N2CCN(C(C(=O)Nc3ccc(F)cc3)c3ccccc3)CC2)cc1 (configuration not stated)	-0.7%
COc1ccc(C(=O)Cn2c(=N)n(C)c3ccccc32)cc1	-0.9%
COc1cc(OC)c2c(c1O)OC(c1ccccc1)CC2=O (configuration not stated)	4.2%
CNCc1ccccc1Sc1cc(O)ccc1O	11.7%
Cc1ccc(Cl)cc1N1CCN(C(=O)Cc2cn(C)c3ccccc23)CC1	-5.5%
N=C(c1cccc([N+](=O)[O-])c1)N1CCCCCC1	6.3%
CC/C(=C\C(=O)c1ccncc1)Nc1ccc(O)cc1	20.5%
O=C(CCl)N1N=C(c2ccco2)CC1c1ccco1 (configuration not stated)	-0.5%
OCCN1CCN(CC(O)COc2ccc3ccccc3c2)CC1 (configuration not stated)	-2.5%
COc1ccc(-n2c(SCC(=O)NNC(=O)c3ccccc3C)nnc2-c2ccncc2)cc1	-1.8%
COc1cccc(CNCC(=O)Nc2ccc(N3CCOCC3)cc2)c1	4.7%
Cc1ccc(S(=O)(=O)N2CCOCC2)cc1C(=O)Nc1nc2ccccc2[nH]1	-3.8%
CCOc1ccc2nc(SCc3ccc(C(=O)OC)o3)[nH]c2c1	8.8%
COc1ccc(NC(=O)Cn2c(=O)sc3ccccc32)cc1	1.7%
O=C(c1ccco1)N1CCN(C(=O)c2cn(-c3ccccc3)nc2-c2ccccc2)CC1	3.3%
CC(NC(=O)CN(C)Cc1nc2ccccc2c(=O)[nH]1)c1ccccc1 (configuration not stated)	1.9%
CNc1ccc(Br)cc(C(=O)/C=C/c2ccc(Cl)cc2Cl)c1=O	1.2%
CCOc1ccc(-n2c(SC)nc3c(c2=O)SCC3)cc1	-3.9%
Cc1cc(C(=O)NNC(=O)/C=C/c2ccco2)c(C)o1	-3.1%
CC(=O)Nc1ccc(S(=O)(=O)Nc2ccc(NC(=O)c3ccco3)cc2)cc1	0.7%
CC(C)CC(c1nnnn1C1CCCCC1)N1CCN(c2ncccn2)CC1 (configuration not stated)	4.5%

# Assay outcomes as filed in PubChem BioAssay.

# Some of the compounds tested; rates above refer to the full screens.
